From PubChem BioAssay
KLF5 inhibitor: inhibitors of KLF5 expression. actives 0.23% (n = 290,000). DLD-1 KLF5 promoter-luciferase reporter, luminescence. inhibition, % at 5 µM;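 active = inhibition above a per-plate limit of that plate's mean compound inhibition plus 3 SD, cut at about 60% in these data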;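 also: 0% = DMSO wells and 100% = LY294002 at 200 µM; higher means less KLF5 promoter-driven luciferase light; inactives centre near -14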
GSK3A inh: blocks human GSK-3 alpha kinase; P49840; ADP-Glo luminescence, 60 min; inhibition, % at 10 µM; actives 0.1% (n = 320,000);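 in the data active = inhibition above about 50%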;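 also: GST-tagged GSK-3 alpha with peptide substrate and 25 µM ATP; 0% = DMSO neutral wells and 100% = GW8510 positive control wells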
Target sequence (P49840 whole entry, looked up): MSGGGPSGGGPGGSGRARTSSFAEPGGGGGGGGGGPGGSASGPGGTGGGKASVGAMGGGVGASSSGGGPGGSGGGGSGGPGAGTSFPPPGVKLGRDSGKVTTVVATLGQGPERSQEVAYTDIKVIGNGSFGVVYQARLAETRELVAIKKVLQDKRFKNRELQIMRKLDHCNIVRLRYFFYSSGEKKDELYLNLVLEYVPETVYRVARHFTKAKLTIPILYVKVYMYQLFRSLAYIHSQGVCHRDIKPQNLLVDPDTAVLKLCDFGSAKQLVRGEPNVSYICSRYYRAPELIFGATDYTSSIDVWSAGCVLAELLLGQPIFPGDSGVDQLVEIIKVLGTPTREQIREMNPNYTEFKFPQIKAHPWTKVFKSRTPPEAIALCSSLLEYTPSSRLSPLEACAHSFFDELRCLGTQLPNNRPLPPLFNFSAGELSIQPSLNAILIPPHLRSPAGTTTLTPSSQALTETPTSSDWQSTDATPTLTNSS
IEC-6 cytotox: IEC-6 cytotoxicity, counter-screen for KLF5 inhibitors | luminescence viability | inhibition, % at 5 µM | actives 0.78% (n = 290,000); in the data active = inhibition above about 22%;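 also: 0% = plate median of test compound wells and 100% = cytotoxic reference compound wells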
HSF1 inhib: HSF1 inhibition; NIH3T3-HGL HSE-luciferase, MG132-induced, luminescence 8 h; hits give low values; activity change, negative = inhibition, % at 7.5 µM (by protocol); actives 0.77% (n = 300,000); AID 2098;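 active = more than half of replicate wells show activity change below -50%, luminescence cut by over half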;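 also: luciferase reports HSF-1 transcriptional activity via heat shock element; 0% = median of DMSO wells and -100% = zero luminescence signal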
HSF1 activator: increases HSF-1 driven luciferase reporter signal; NIH3T3-HGL HSF-1 luciferase reporter, MG132, 8 h; 100% = twice DMSO control signal; activation, % at 9 µM; actives 1.7% (n = 300,000); AID 504408;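 active = mean replicate activation of at least 50% with a set share of replicates each reaching 50%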;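 also: 0% = median of the neutral control wells and 100% = twice that signal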
GSK3B inh: blocks human GSK3beta kinase activity. P49841. GST-GSK3beta kinase, ADP-Glo luminescence, 60 min; hits give low values. activity score (negative = inhibition), % at 10 µM. actives 0.038% (n = 300,000). AID 2097;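 active = more than half of replicate wells score below -50%, meaning over 50% inhibition versus plate controls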;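 also: 0% = median DMSO wells and -100% = median GW8510 positive control wells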
Target sequence (P49841 whole entry, looked up): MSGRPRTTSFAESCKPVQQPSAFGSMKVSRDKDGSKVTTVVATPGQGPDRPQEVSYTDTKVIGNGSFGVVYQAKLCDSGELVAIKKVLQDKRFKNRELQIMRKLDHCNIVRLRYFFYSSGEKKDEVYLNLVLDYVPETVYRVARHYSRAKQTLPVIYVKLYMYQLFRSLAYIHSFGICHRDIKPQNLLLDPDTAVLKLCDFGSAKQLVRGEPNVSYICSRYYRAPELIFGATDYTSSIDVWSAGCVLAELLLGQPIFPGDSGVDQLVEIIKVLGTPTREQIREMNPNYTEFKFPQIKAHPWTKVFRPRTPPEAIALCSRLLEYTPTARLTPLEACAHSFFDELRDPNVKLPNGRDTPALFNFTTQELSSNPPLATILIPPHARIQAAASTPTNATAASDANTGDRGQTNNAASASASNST
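Test system: GST-fused GSK3beta enzyme, cell-free | Quantity: 1.6 ng GST-GSK3beta enzyme per well | Reagent: 25 µM ATP with peptide substrate | Schedule: 60 min enzyme reaction, room temperature | Signal: Luminescent ADP-Glo measurement of ADP formed | Read-out basis: Score relative to plate controls | Control set: DMSO and 20 µM GW8510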
aSyn UTR inh: 5' untranslated region of α-synuclein, MLPCN primary screen; alpha-synuclein 5'UTR reporter, inhibitor activity; inhibition, % (tested at 7.5 µM); actives 0.82% (n = 300,000); in the data active = inhibition above about 60%;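 also: H4 neuroglioblastoma cells stably carrying SNCA 5'UTR luciferase fusion; 0% = DMSO wells and 100% = positive control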
HSP90 refold inh: blocks HSP90-mediated luciferase refolding in reticulocyte lysate. Rabbit reticulocyte lysate, luciferase refolding luminescence, 3 h. inhibition, % at 5.6 µM. actives 0.91% (n = 290,000). AID 1789;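 active = inhibition above the screen-wide mean plus 3 SD, computed separately per campaign, cut at about 16% in these data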;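 also: 0% = DMSO wells and 100% = 60 µM geldanamycin wells; inhibitors lower the luminescence because luciferase stays unfolded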
AI-2 QS mod: modulates the Vibrio harveyi AI-2 quorum sensing system. Vibrio harveyi JMH597 AI-2 luminescence/OD600 ratio, 9 h; hits give low values; strain lacks LuxN and CqsS sensors; 0 = neutral-control median. activity change, % at 7.5 µM. actives 0.4% (n = 300,000). AID 2094; in the data active = activity change below about -75%, passing the limit was not always enough;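 also: luminescence divided by OD600 gain over 9 h not by final OD600 alone; inactives centre near 13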
HIF act: HIF pathway transcriptional activation. U2OS HRE-luciferase reporter, luminescence; normalized: DMSO 0%, desferrioxamine 100%. activation, % at 7.5 µM (by protocol). actives 0.32% (n = 300,000);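 active = mean activation of at least 10% of the iron chelator positive control signal, with at least half of replicates also reaching 10%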
Active calls of the source: *; nt = not tested or not shown. Random draw from the library (roughly 4.7% active in at least one column).

SMILES	KLF5 inhibitor	GSK3A inh	IEC-6 cytotox	HSF1 inhib	HSF1 activator	GSK3B inh	aSyn UTR inh	HSP90 refold inh	AI-2 QS mod	HIF act
Cc1oc(C(C)(C)C)cc1C(=O)N1CCCC1C(=O)O (stereo unspecified)	-1.1	-6.1	4.5	-0.5	5.3	3.3	9.8	7.0	23.4	0.2
COC(=O)c1ccc(-c2cc(C(=O)O)c3cc4c(cc3n2)OCCO4)cc1	-6.8	-3.9	-4.0	1.9	1.4	1.1	-16.6	-4.2	43.1	-0.1
COc1ccc(NC(=O)CN2CCN(Cc3ccc4c(c3)OCO4)CC2)cc1OC	-13.6	-1.3	-9.1	-7.3	1.1	0.7	16.5	1.3	-6.1	-1.0
Cc1cccnc1NC(=O)c1ccc(Cl)c(S(=O)(=O)N2CCCC2)c1	-1.5	-0.7	-5.7	-16.4	-5.1	-3.4	-1.5	-3.1	26.8	-0.5
NC(=O)[C@@H]1CCCN1C(=O)c1ccc2nc(Cc3cccc(Cl)c3)oc2c1	-24.5	-1.5	-3.3	8.5	18.0	5.2	15.0	-2.3	18.5	-0.3
COc1nc(N2CCOCC2)nc(C)c1[N+](=O)[O-]	-20.2	-1.2	4.2	3.4	-10.9	3.5	5.4	0.6	26.6	0.1
COc1ccc([C@@H]2[C@@H]3C(=O)N(C(C)(C)C)C(=O)[C@@H]3[C@]3(C)C(=O)N(c4ccc(C)cc4)C(=O)N23)cc1	-20.2	-0.5	-5.9	-1.7	-7.4	1.1	16.0	-2.5	14.5	1.4
COCCn1c(-c2ccc(C)cc2)nc2oc3cc(OC)ccc3c(=O)c2c1=O	-4.5	0.9	-0.9	-4.9	6.0	0.0	-30.9	-0.7	5.8	0.0
Cc1cc(C)nc(N(C#N)Cc2cccc([N+](=O)[O-])c2)n1	-21.6	-4.1	-3.1	8.8	30.4	-22.3	5.8	-1.0	18.0	-0.4
Cc1occc1C(=O)N1CCN(S(C)(=O)=O)CC1	-7.1	0.2	0.5	nt	nt	-2.4	nt	1.3	20.0	nt
O=C(CSc1nnc(CNc2ccc(F)cc2)n1Cc1ccco1)N1CCCC1	-18.4	-2.3	-2.9	-9.1	-5.5	1.4	4.1	1.2	18.0	0.2
CN(Cc1ccccc1)S(=O)(=O)c1ccc(OCC(=O)N2CCOCC2)cc1	-16.7	0.9	-1.8	-2.2	-1.0	-0.7	21.8	-4.0	13.9	-0.4
COc1ccc(NC(C)C(=O)N/N=C/c2cc(Br)ccc2OC)cc1 (stereo unspecified)	-32.3	-2.2	3.8	2.3	7.4	3.4	10.2	-1.6	25.6	0.6
CC1=NN(CCC#N)C(=O)/C1=C/c1ccc(N(C)C)cc1	9.5	-0.3	7.6	0.4	8.3	2.0	-4.2	10.5	22.1	-0.5
O=C(O)c1cc(O)c2c(c1)[C@H]([C@H]1c3cc(C(=O)O)cc(O)c3C(=O)c3c(O[C@@H]4O[C@H](CO)[C@@H](O)[C@H](O)[C@H]4O)cccc31)c1cccc(OC3O[C@H](CO)[C@@H](O)[C@H](O)[C@H]3O)c1C2=O (stereo partly specified)	nt	-3.7	nt	-43.0	-54.7	1.8	28.3	nt	19.0	-1.4
COc1ccc(NC(=O)[C@@H](NC(=O)N2C[C@H]3C[C@@H](C2)c2cccc(=O)n2C3)C(C)C)cc1OC	-10.0	0.0	0.0	6.5	8.7	2.7	-2.9	-2.4	6.8	0.6
CCOCCCNC(=O)CN1C(=O)COc2ccc(S(=O)(=O)N3CC(C)CC(C)C3)cc21 (stereo unspecified)	-18.4	-1.2	-5.9	5.7	10.0	-24.4	-3.4	-6.5	13.7	1.6
COc1cc(NC(=O)CCn2c(=O)oc3ccccc32)cc(OC)c1OC	2.3	0.4	-9.0	-0.1	-5.1	1.1	1.9	1.0	29.7	-0.3
Fc1ccccc1OCCSc1nnnn1-c1ccccc1	-193.6	-2.7	-1.0	33.2	44.5	-0.5	-82.9	25.3*	-1.6	0.7
CCC(Sc1nc(C)cc(=O)[nH]1)C(=O)Nc1ccc(Cl)cn1 (stereo unspecified)	-39.2	-0.9	0.8	-0.6	0.1	3.3	-9.9	-3.8	0.9	-0.1
COc1cccc(O)c1CN1CCC(Oc2ccc(C(=O)NCc3ccccn3)cc2)CC1	-36.8	-0.7	-0.8	-4.3	-5.2	0.2	-49.0	-3.6	0.0	0.4
O=C(Nc1ccon1)c1ccc(Br)o1	15.2	-0.1	3.7	-2.9	4.7	-0.1	1.1	-0.6	23.9	0.2
CN(c1ccccc1)S(=O)(=O)c1ccc(C(=O)Nc2nnc(C3CC3)s2)cc1	-29.6	-2.3	2.9	-5.9	-13.5	-0.3	-3.0	5.1	15.8	-0.1
Cc1ccc(C)n1-c1ccc(C(=O)NCc2ccncc2)cc1	-1.9	-0.7	-2.9	-3.9	0.4	1.7	-32.5	0.1	16.9	0.4
COc1ccccc1NC(=O)CSc1nc2c(oc3ccccc32)c(=O)n1C	2.4	-0.2	0.2	-4.5	2.5	-3.1	26.9	1.8	24.8	-0.2

Other records:
SMILES	KLF5 inhibitor	GSK3A inh	IEC-6 cytotox	HSF1 inhib	HSF1 activator	GSK3B inh	aSyn UTR inh	HSP90 refold inh	AI-2 QS mod	HIF act
COC(=O)C(Cc1ccccc1)NC(=O)c1cccc(S(=O)(=O)N(C)C)c1 (stereo unspecified)	-26.7	1.4	-1.0	1.0	17.4	1.8	-12.4	1.6	30.8	0.4
CCCNC(=O)CSc1nccn1Cc1ccco1	-6.6	-6.3	-1.2	-0.2	0.7	-1.0	-8.9	-2.7	12.6	0.0
CC(Nc1c([N+](=O)[O-])c(=O)oc2ccccc12)c1ccccc1 (stereo unspecified)	-10.0	2.9	0.5	-7.9	1.6	0.6	-11.6	-7.1	33.0	0.0
COC(=O)/C(=C1/Oc2ccc(C)cc2S1)C(F)(F)F	-5.1	-1.3	-0.3	21.0	31.0	2.2	-152.3	-1.5	27.1	2.6
CCn1c(-c2ccco2)n[nH]c1=S	8.6	-2.9	1.5	-20.1	-36.3	-10.3	11.5	-2.3	13.1	-1.0
CCOC(=O)C1=C(C)NC(=O)NC1/C(C)=C/c1ccccc1 (stereo unspecified)	9.3	-1.3	6.8	7.2	10.4	-2.3	23.4	-0.5	20.1	-0.9
Cc1ccc(NC(=O)C(C)c2ccc(-c3ccccc3)c(F)c2)cc1 (stereo unspecified)	-33.5	17.9	-1.2	-3.7	17.6	0.2	20.8	3.9	8.9	-0.2
CCOc1nc(NC2CCCCC2)nc(NC(C)(C)C)n1	-44.9	-3.6	-0.3	-7.6	-16.7	1.7	18.4	-2.4	6.7	-1.4
COc1cccc(CN2CC(C(=O)NCCCc3ccncc3)CCC2=O)c1 (stereo unspecified)	-34.7	-1.9	5.9	1.7	-6.4	-0.1	-7.5	-1.2	-2.8	-0.5
CCC(=O)NC(=S)NNC(=O)c1ccc(OC)cc1	-22.6	-0.8	-0.4	-0.6	10.2	0.5	18.9	0.9	-8.9	1.1
COc1ccccc1OCCCC(=O)Nc1ccc(N2CCOCC2)cc1	-21.3	-2.1	-4.4	-5.0	6.6	0.8	23.1	0.3	6.9	0.4
COc1ccc([N+](=O)[O-])cc1C(=O)C(=O)c1ccccc1	-10.1	-0.2	4.9	4.7	1.0	-1.6	1.8	-0.1	-12.2	-36.7
CCO[C@@H]1OC(C(=O)Nc2ccccc2)=C[C@H](c2csc3ccccc23)[C@H]1CCCO	2.1	-3.3	9.5	0.8	-15.5	-2.1	14.2	0.0	15.5	0.9
CC(C)(C)c1cc(=O)n(-c2ccccc2)[nH]1	-39.5	-19.1	0.9	nt	nt	nt	nt	1.7	nt	nt
O=C(N/N=C/c1ccccc1C(=O)O)c1ccccc1Br	-26.1	0.7	3.9	-5.8	-6.6	0.3	8.2	2.7	37.1	-0.2
Cc1ccc(-n2nnnc2SCC(=O)Nc2cccnc2Cl)cc1	6.2	-0.9	-1.1	2.2	-5.3	-0.5	-19.9	4.8	34.3	0.1
CN(C)S(=O)(=O)c1ccc(NC(=O)COC(=O)c2n[nH]c3ccccc23)cc1	8.0	-1.0	-3.3	-5.6	7.4	3.4	-10.5	-2.5	-51.3	0.5
CCn1c(SCC(=O)N2CCCCC2C)nc2c1c(=O)n(C)c(=O)n2C (stereo unspecified)	6.9	-3.8	7.0	-6.3	-14.8	-4.5	28.9	3.3	26.7	-0.3
O=C(O)Cn1c2c(c3ccccc31)CCCC2	-19.3	5.2	-0.8	-13.2	-9.0	-3.1	1.7	-2.4	3.5	-0.1
Cc1cccn2c(=O)c3cc(C(=O)NC(C)c4ccccc4)c(=N)n(CCCn4ccnc4)c3nc12 (stereo unspecified)	12.0	0.9	-2.1	7.4	12.6	-1.9	-11.6	4.1	32.8	-0.3
CC(C)c1nc(CNC(=O)CC2C(=O)NCCN2Cc2ccc(F)cc2Cl)cs1 (stereo unspecified)	-9.8	0.0	-5.2	4.9	11.3	2.5	6.3	-3.6	29.6	-0.8
O=C(C/C=N/OCc1ccc(Cl)cc1Cl)c1ccc(Cl)cc1	7.2	-1.2	-3.2	1.1	-0.9	2.6	17.5	-1.6	6.9	-0.3
Cc1c(C2OC(=O)C3(CCCCC3)C(=O)C2(C)C)c(=O)n(-c2ccccc2)n1C (stereo unspecified)	-13.9	-0.5	-6.5	-3.7	0.2	2.0	-4.6	-1.0	35.6	-0.1
O=C(Cc1ccccc1)NNc1c2ccccc2nc2ccccc12	-5.5	13.1	3.1	-1.2	-6.0	-1.8	17.1	-1.8	24.5	0.4
Cc1ccc(-n2nc3c(=O)n(CC(=O)NCCc4ccccc4C)nc(C)c3c2C)cc1	11.4	8.4	8.0	-1.4	-1.6	-1.1	54.0	1.0	14.2	-0.1
CCOC(=O)c1sc(=S)n(CC)c1NC(=O)C1CC1	2.1	-1.6	-0.8	-1.8	17.5	1.4	-4.0	0.7	25.7	-0.9
O=C(CSc1nnnn1C1CCCC1)N1CCOCC1	-28.6	-3.7	2.6	-6.7	-18.9	-1.5	-22.2	-0.1	0.7	0.9
O=C1[C@H](CC[C@H](O)c2ccc(F)cc2)[C@@H](c2ccc(O)cc2)N1c1ccc(F)cc1	17.6	-6.6	0.5	0.0	-0.7	3.7	7.7	2.7	11.7	-0.3
Cc1cccc(C2c3[nH]c4ccccc4c3CCN2C(=O)c2ocnc2C)n1 (stereo unspecified)	-2.7	-2.5	6.6	-3.2	4.4	-4.6	10.3	0.8	16.5	0.2

Part of the list above, showing only HIF act.
canonical_smiles	HIF act
CN(C)S(=O)(=O)c1ccc(NC(=O)COC(=O)c2n[nH]c3ccccc23)cc1	0.5
CCn1c(SCC(=O)N2CCCCC2C)nc2c1c(=O)n(C)c(=O)n2C (stereo unspecified)	-0.3

Structures listed above marked active in HSP90 refold inh:
Compound	KLF5 inhibitor	GSK3A inh	HSF1 inhib	HSF1 activator	GSK3B inh	aSyn UTR inh	HSP90 refold inh	AI-2 QS mod
Fc1ccccc1OCCSc1nnnn1-c1ccccc1	-193.6	-2.7	33.2	44.5	-0.5	-82.9	25.3*	-1.6
